GCN5L2 inh: qHTS Assay for Inhibitors of GCN5L2; Potency, µM (top dose mostly 58.9 µM), for the others: top-dose activity change, negative = inhibition, usual class: inhibitors; GCN5L2 HAT assay, ThioGlo1 CoA-SH fluorescence; 0.21% of 390,000 active
Target sequence (Q92830 whole entry, looked up): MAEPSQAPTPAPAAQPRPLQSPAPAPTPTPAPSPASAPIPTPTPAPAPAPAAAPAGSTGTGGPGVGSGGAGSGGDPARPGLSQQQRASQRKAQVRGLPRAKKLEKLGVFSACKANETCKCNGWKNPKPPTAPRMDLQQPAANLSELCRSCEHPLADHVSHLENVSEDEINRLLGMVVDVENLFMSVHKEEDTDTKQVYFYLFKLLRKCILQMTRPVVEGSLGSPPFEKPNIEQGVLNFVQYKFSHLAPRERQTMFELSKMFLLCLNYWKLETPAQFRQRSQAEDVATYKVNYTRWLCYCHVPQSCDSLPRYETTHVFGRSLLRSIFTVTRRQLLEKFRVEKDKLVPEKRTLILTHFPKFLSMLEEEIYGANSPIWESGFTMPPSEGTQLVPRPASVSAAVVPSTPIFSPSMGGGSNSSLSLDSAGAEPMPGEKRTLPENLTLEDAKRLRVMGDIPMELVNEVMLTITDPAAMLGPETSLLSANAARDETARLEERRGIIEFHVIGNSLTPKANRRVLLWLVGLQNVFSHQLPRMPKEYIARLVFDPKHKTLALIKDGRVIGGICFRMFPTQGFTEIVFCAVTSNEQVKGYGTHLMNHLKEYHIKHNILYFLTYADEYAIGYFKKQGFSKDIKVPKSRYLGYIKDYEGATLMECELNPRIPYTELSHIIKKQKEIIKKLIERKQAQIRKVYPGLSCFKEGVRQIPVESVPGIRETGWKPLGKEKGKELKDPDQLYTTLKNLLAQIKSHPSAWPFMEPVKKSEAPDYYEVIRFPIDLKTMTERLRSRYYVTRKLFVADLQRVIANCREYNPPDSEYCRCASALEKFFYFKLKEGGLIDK
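Compounds, pin-transferred from DMSO stocks, meet 20nM GCN5L2 for 15 min before the reaction begins with H3(1-25) peptide (75uM) and acetyl-CoA (70uM). Thiol-reactive ThioGlo1 reports CoA release over 20 min at room temperature.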
TDP1 cell noCPT: qHTS for Inhibitors of human tyrosyl-DNA phosphodiesterase 1 (TDP1): qHTS in cells in absence of CPT; 15% of 420,000 active; AID 686978, 2013; DT40 Tdp1-/- hTDP1 cells, no CPT, ATP luminescence, 48 h; Potency, µM (highest dose often 46.2 µM), inactives show at the highest dose activity change, negative = growth inhibition, usual class: inhibitors; further: nearly all actives have a fitted effect of over 55% in size
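Chicken DT40 Tdp1-/- cells stably complemented with human TDP1 were seeded at 400 cells/well with DMSO in place of 20 nM camptothecin. After compound pinning, cells grew at least 48 hr at 37 °C; viability read by CellTiter-Glo luminescence.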
DT40 TDP1 CPT: qHTS for Inhibitors of human tyrosyl-DNA phosphodiesterase 1 (TDP1): qHTS in cells in presence of CPT | chicken DT40 Tdp1-/-;hTDP1 cells + 20 nM CPT, ATP luminescence, 48 h | Potency, µM (top dose mostly 46.2 µM), without a hit: at the top dose activity change, negative = growth inhibition, hits mostly inhibitors | 12% of 420,000 active | AID 686979, 2013; further: nearly all actives have a fitted effect of over 55% in size
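Chicken DT40 Tdp1-/- cells stably complemented with human TDP1 were seeded at 400 cells/well in medium containing 20 nM camptothecin, exposed to pin-transferred compounds, and grown at 37 °C for at least 48 hr. Viability was read as ATP luminescence.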
* = called active by the depositor; ? = inconclusive; . = not tested or not shown; & = joins results of further samples; [ ] = another dose, or the depositor's remark. The call rests on the fitted dose curve; in most records, active means well fitted curve in the direction sought with a large enough effect; inconclusive means small, poorly fitted or top-dose-only effect, or another doubt; inactive means no such curve, though single readings can be large; an effect the other way counts as inactive or inconclusive. On the % scale 0 is the no-effect control and ±100 the full control effect; potency means the concentration at half of the fitted maximal effect.

Molecule	GCN5L2 inh	TDP1 cell noCPT	DT40 TDP1 CPT
Cc1n[nH]c(=O)nc1NC1CCCCC1	0%	-10%	-7%
Cc1cc(NC(=O)CSc2n[nH]c(N)n2)no1	-2%	-1%	5%
Cc1ccccc1Nc1nc(N)nc(COC(=O)c2ccco2)n1	3%	0%	5%
CN(C)S(=O)(=O)c1ccc(S(=O)(=O)Nc2ccc3c(c2)oc2ccccc23)cc1	-1%	?	-27%
COc1cccc(CNC(=O)CCNC(=O)C2CCN(S(=O)(=O)c3ccccc3)CC2)c1	1%	-20%	-7%
O=C(c1cc2ccccc2oc1=O)N1CCN(c2ccccn2)CC1	-2%	-7%	-8%
CC(=O)N1CCCc2cc(S(=O)(=O)N3CCC(C(=O)N(C)C4CCCCC4)CC3)ccc21	2%	23µM*	?
CN1CCN(C(=O)CCN2C(=O)/C(=C\c3ccccc3F)SC2=S)CC1	-4%	?	-104%
Clc1ccc2c(c1)-c1[nH]ncc1CS2	-18%	-8%	-4%
O=c1c(O)c(-c2ccccc2)oc2ccccc12	-17%	9.2µM*	?
Cc1ccc(-c2cc(Cc3ccccn3)c(=O)[nH]n2)cc1	2%	-14%	-2%
C=CCn1c(=S)[nH]c2nc3c(cc2c1=O)CCCC3	-19%	?	?
CC(=O)NN1C(=O)c2ccccc2NC1c1ccco1 (configuration not stated)	-8%	2%	-5%
COc1ccc2c(c1)OC1(O)COc3cc(OC)c(OC)cc3C1=C2 (configuration not stated)	-25%	?	?
Cc1cc(NC(=O)c2ccccc2C)no1	-9%	6%	-9%
COC(=O)c1sc2ccccc2c1-n1cccc1C(=O)C(=O)Nc1ccccc1	-9%	?	?
Cc1ccc(/C=C/C(=O)O)cc1S(=O)(=O)N(CCO)CCO	-5%	3%	4%
COc1ccc(S(=O)(=O)Nc2ccc(-c3ccc4nncn4n3)cc2)c(OC)c1	-14%	10µM*	9.2µM*
C[C@H](CO)N1C[C@H](C)[C@@H](CN(C)C(=O)c2ccccc2)OCc2cn(nn2)CCCC1=O	.	-19%	4%
N#Cc1cnn(-c2cccc(Cl)c2)c1N	-1%	-28%	-18%
Cc1ccccc1OCC(=O)OCC(=O)Nc1ncc(Cl)c(C)c1Cl	-28%	-2%	-9%
Cc1cccc(-n2c(Cc3cc(=O)[nH]c(=O)[nH]3)nnc2SCC(=O)NCc2ccco2)c1	.	5%	-3%
Cc1ccc(OCc2cc(C(=O)N3CCCC(O)C3)no2)cn1 (configuration not stated)	?	0%	1%
c1ccc2oc(C3=NNC(=NC4CC4)SC3)cc2c1	-3%	?	?
Cn1cccc1CNCc1ccc(F)cc1	-3%	-7%	-24%
O=C(/C=C/c1cccs1)N1CCN(c2ccc(F)cc2)CC1	-6%	?	-14%
O=C(Cc1ccccc1F)OCN1C(=O)c2ccccc2C1=O	-7%	13%	-23%
O=C(COC(=O)/C=C/c1cccc(C(F)(F)F)c1)NCc1ccccc1	1%	-19%	-12%
CC(=O)c1ccc(NC(=O)N[C@@H](CC(C)C)C(=O)O)cc1	-11%	?	0%
O=C(O)c1nccnc1C(=O)NCc1csc2ccc(Cl)cc12	0%	-10%	15%

Full records, quoted from the list. Screens in order: GCN5L2 inh	TDP1 cell noCPT	DT40 TDP1 CPT
COc1ccc(S(=O)(=O)Nc2ccc(-c3ccc4nncn4n3)cc2)c(OC)c1 across the screens: -14%	10µM*	9.2µM*
Cc1cc(NC(=O)CSc2n[nH]c(N)n2)no1 across the screens: -2%	-1%	5%
C=CCn1c(=S)[nH]c2nc3c(cc2c1=O)CCCC3 across the screens: -19%	?	?
CC(=O)NN1C(=O)c2ccccc2NC1c1ccco1 (configuration not stated) across the screens: -8%	2%	-5%
COc1cccc(CNC(=O)CCNC(=O)C2CCN(S(=O)(=O)c3ccccc3)CC2)c1 across the screens: 1%	-20%	-7%

Laid out differently: entries from further up
mol: c1ccc2oc(C3=NNC(=NC4CC4)SC3)cc2c1
  GCN5L2 inh: -3% | TDP1 cell noCPT: ? | DT40 TDP1 CPT: ?

mol: Cc1cc(NC(=O)c2ccccc2C)no1
  GCN5L2 inh: -9% | TDP1 cell noCPT: 6% | DT40 TDP1 CPT: -9%

mol: O=c1c(O)c(-c2ccccc2)oc2ccccc12
  GCN5L2 inh: -17% | TDP1 cell noCPT: 9.2µM* | DT40 TDP1 CPT: ?

Next part:
Molecule	GCN5L2 inh	TDP1 cell noCPT	DT40 TDP1 CPT
CCCS(=O)(=O)c1ccc(COC(=O)c2ccc(NC(C)=O)cc2)cc1	22%	-20%	?
COc1ccc(C)cc1NC(=O)CCCN1C(=O)NC(C)(C)C1=O	0%	8%	-11%
O=C1NC[C@H](CCCCN2C[C@H](Cc3ccccc3)N(CCc3ccc(O)cc3)C(=O)C2=O)N(CCc2ccc(O)cc2)C1=O	.	-12%	-2%
CN(CC(=O)NNC(=O)CCNS(=O)(=O)c1ccccc1)S(=O)(=O)c1ccc(Cl)cc1	-6%	-7%	-15%
O=C(C1CCCN(CCCc2ccccc2)C1)N1CCCCCC1 (configuration not stated)	0%	-25%	-27%
CCOCCCNC(=O)C(NC(=O)c1ccc(NC(C)=O)cc1)c1ccc(C)cc1 (configuration not stated)	-4%	-42%	?
COc1ccc(CNC(=O)C(C)Cc2ccccc2)cc1O (configuration not stated)	-7%	-15%	-15%
CC1(C)C=Cc2c(c3c(c4c(=O)c(-c5ccc(O)cc5)coc24)OC(C)(C)CC3)O1	-2%	26µM*	18µM*
COC(=O)[C@H](CCSC)NC(=O)Cn1cnc2c(SC)nc(N)nc21	-1%	-12%	?
CC(=O)Nc1cccc(NC(=O)CCn2c(=O)sc3ccccc32)c1	-15%	-21%	?
Cc1ccc(-c2csc3nc4ccc(C(=O)NCCO)cc4c(=O)n23)cc1	-11%	?	?
OC[C@@H]1[C@@H](c2ccccc2)C(c2ccccc2)=NN1c1ccccc1	-9%	16µM*	?
CCc1ccc(CCC(=O)Nc2nc(CC(C)=O)ns2)o1	-7%	-12%	-16%
Cc1ccc(S(=O)(=O)N2CCC(C(=O)N3CCC(C(=O)NCC4CCCO4)CC3)CC2)cc1 (configuration not stated)	-7%	-7%	-8%
CCc1cc(C(=O)N(C)CC(=O)Nc2c(Cl)cccc2Cl)sc1C	-4%	-18%	-14%

Next part (two carried over from the part before).
Values run as follows: GCN5L2 inh	TDP1 cell noCPT	DT40 TDP1 CPT
Cc1ccc(S(=O)(=O)N2CCC(C(=O)N3CCC(C(=O)NCC4CCCO4)CC3)CC2)cc1 (configuration not stated)
  -7%	-7%	-8%
CCc1cc(C(=O)N(C)CC(=O)Nc2c(Cl)cccc2Cl)sc1C
  -4%	-18%	-14%
Cc1ccc(-c2nnc(COC(=O)c3cc(=O)[nH]c4ccccc34)o2)cc1
  -2%	1%	10%
COC(=O)C(CC(=O)c1ccc(C)cc1)n1cccn1 (configuration not stated)
  0%	-1%	27%
COc1ccc(-c2c(C#N)c(SCC(=O)Nc3ccc(C)c(C)c3)nc(C)c2C(=O)Nc2ccc(Cl)cc2)cc1
  -12%	0%	1%
COc1ccc(/C(O)=C(\C#N)c2nc3ccccc3n2C)cc1OC
  27%	-28%	-26%
CCOc1ccc(CNC2CCCCCCC2)cc1OC
  2%	1%	-23%
CCN(CC(=O)Nc1c(F)cccc1F)C(=O)c1ccc(S(=O)(=O)N2CCCCC2)cc1
  -3%	-20%	-24%
O=C(NCCSc1c[nH]c2ccccc12)c1ccc(Br)o1
  3%	?	5%
COc1ccccc1C(O)c1ncc(-c2cccc(C(F)(F)F)c2)[nH]1 (configuration not stated)
  .	?	-9%
CC(C)NC(=O)C1(C)Cc2c(-c3cccc(C(F)(F)F)c3)ccnc2O1 (configuration not stated)
  .	12µM*	18µM*
Cc1ccc(NS(=O)(=O)c2cccc(C(=O)N3CCOCC3)c2)cc1
  -1%	-12%	-12%
CCO[C@@H]1OC(C(=O)Nc2ccccc2)=C[C@H](c2ccccc2)[C@H]1CCCO
  3%	-29%	?
Cc1cc(-n2c(C)cc(C(=O)CSc3nncn3C)c2C)no1
  3%	?	?
CCOC(=O)/C=C1\SCC(=O)N1CC(=O)NCc1cccc(Cl)c1
  3%	-12%	3%
CC(=O)Nc1ccc(C(=O)NC2CCSc3ccccc32)cc1 (configuration not stated)
  -6%	5%	-2%
O=C(Oc1ccccc1N1CCOCC1)c1ccccc1
  -1%	-6%	1%
CCOC(=O)c1c(C)[nH]c(C)c1S(=O)(=O)N(C)CC(=O)Nc1cccc(F)c1
  -5%	-16%	-7%
CN(Cc1ccccc1)c1ccc(-c2nc(-c3cccnc3)no2)cc1[N+](=O)[O-]
  -4%	1%	-6%
COc1ccc(S(=O)(=O)NC(=O)C2(C)CCN2C(=O)CC2CCCC2)cc1 (configuration not stated)
  .	-8%	-18%
COc1ccc(NC(=O)Nc2cccc3c2O[C@H](CN(C)S(=O)(=O)c2ccccc2)[C@@H](C)CN([C@H](C)CO)C3=O)cc1
  -5%	?	18µM*
Cc1ccc(N(CC(=O)NCc2ccncc2)S(C)(=O)=O)cc1
  -5%	0%	4%
COc1ccc(-c2cc(C)no2)cc1S(=O)(=O)NCCCN1CCN(c2ccccc2)CC1
  -18%	23µM*	?
CC(=O)Nc1ccc(NC(=O)C(C)OC(=O)c2ccc3[nH]c(C)c(C)c3c2)cc1 (configuration not stated)
  -3%	-16%	4%
O=C(NC1CCN(Cc2ccccc2)CC1)c1ccccc1Cl
  4%	0%	0%
CCC(=O)N1CCC1(C)C(=O)Nc1ncc(C)s1 (configuration not stated)
  .	-3%	-20%
CN(Cc1ccccc1)C(=O)c1cc(-c2ccc(Br)cc2)on1
  -1%	?	-28%
Cc1cc(C)nc(NS(=O)(=O)c2ccc(N=Cc3c(C)[nH]n(-c4ccccc4)c3=O)cc2)n1
  29%	?	21µM*
Cc1ccc(NC(=O)CCn2cc(C(F)(F)F)ccc2=O)cc1
  -5%	-6%	5%
c1ccc(Cn2nnc3c(N4CCN(Cc5ccc6c(c5)OCO6)CC4)ncnc32)cc1
  -10%	?	?
Cc1ccccc1Nc1c(-c2ccc(N3CCOCC3)cc2)nc2ncccn12
  -7%&-3%	?	?
Cc1ccc(S(=O)(=O)NCC(=O)NCC(=O)N(C)Cc2ccc3ccccc3c2)cc1C
  -5%	-70%	?
CC(C)(C)C1C/C(=C/c2ccccn2)C(=O)/C(=C/c2ccccn2)C1 (configuration not stated)
  -1%	0.52µM*	0.92µM*
COCCN(C(=O)c1cccc(-n2cnnn2)c1)c1c(N)n(CC(C)C)c(=O)[nH]c1=O
  -2%	-3%	-18%
Cc1cc(C)cc(NC(=S)NCCc2c[nH]c3ccccc23)c1
  -9%	?	?
CN(C)c1ccc(C2N(C)C(=O)c3ccccc3N2C)cc1 (configuration not stated)
  -5%	-15%	-15%
Cc1nc2ccccc2c(=O)n1NC(=O)c1cccc([N+](=O)[O-])c1
  -4%	23%	10%
O=C(NCC1COc2ccccc2O1)C1(c2ccccc2)CCCC1 (configuration not stated)
  -6%	?	?
CCc1cc2c(=O)c(-c3nc4ccccc4n3C)c(C)oc2c(CN2CCN(CCO)CC2)c1O
  -25%	?	16µM*
O=C(NCc1ccc(F)cc1)C(c1ccccc1)N(C(=O)c1csnn1)C1CC1 (configuration not stated)
  -9%	-6%	1%
Cc1ccc(F)cc1C(=O)N1CCC1(C)C(=O)O (configuration not stated)
  .	2%	-16%
CCOC(=O)c1cc2c(=O)n3ccccc3nc2n(Cc2ccco2)c1=NC(=O)c1ccc(Br)cc1
  -16%	-83%	18µM*
CCc1ccccc1NC(=O)Nc1nnc(N2CCCC2)s1
  -7%	-2%	-3%
Cn1c(=O)c2[nH]c(CCCCCCCc3nc4ccccc4[nH]3)nc2n(C)c1=O
  .	13µM*	23µM*
CC(=O)c1ccc(C(=O)NCc2nc(-c3ccccc3NC(=O)c3cc(C)oc3C)oc2C)cc1
  .	-7%	-1%[9.04 µM]

Compound activity as filed in PubChem BioAssay.
